GIRK2 activator = Activates human GIRK2-containing potassium channels. P48051. HEK293 GIRK2/NPY4 cells, thallium flux fluorescence. activation (% efficacy), % for hits at 37.5 µM. 34,000 tested, under 10 active. AID 1259324;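 active = primary screen hit, no activity in plain HEK293 cells, and in GIRK2-only cells above 5% efficacy rising with concentration; inactive = the rest, including fluorescent compounds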;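 note: efficacy is normalized control-subtracted fluorescence 15 s after thallium addition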
Target sequence (P48051 whole entry, looked up): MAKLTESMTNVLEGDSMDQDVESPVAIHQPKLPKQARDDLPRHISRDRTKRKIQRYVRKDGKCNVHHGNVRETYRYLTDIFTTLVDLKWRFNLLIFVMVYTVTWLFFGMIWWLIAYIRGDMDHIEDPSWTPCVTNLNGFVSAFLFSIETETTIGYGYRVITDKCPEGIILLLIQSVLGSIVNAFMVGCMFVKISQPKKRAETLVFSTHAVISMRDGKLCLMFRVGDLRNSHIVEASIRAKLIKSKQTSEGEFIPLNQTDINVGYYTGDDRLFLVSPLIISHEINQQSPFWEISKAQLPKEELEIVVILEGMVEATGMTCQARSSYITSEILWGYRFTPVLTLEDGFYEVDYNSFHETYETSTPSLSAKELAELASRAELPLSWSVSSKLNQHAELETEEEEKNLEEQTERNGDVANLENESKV
Calls only; i = inactive. This is a subset (hit frequency here may not be typical).

| structure | GIRK2 activator |
| --- | --- |
| CC(C)c1nnc(C2CCN(C(=O)c3cccnc3)CC2)o1 | i |
| O=C(N(c1ccc(Oc2ccccc2)cc1)C1C=CS(=O)(=O)C1)C(F)(F)F (stereo not drawn) | i |
| CC1CCc2c(sc(NC(=O)c3cccc(S(=O)(=O)C(C)C)c3)c2C(N)=O)C1 (stereo not drawn) | i |
| COc1ccc(CCNC(=O)CSc2nc3cc(OC)c(OC)cc3c3nc(C)nn23)cc1OC | i |
| CC(C)(C)n1ncc2c(=O)n(CCC(=O)Nc3ccccn3)cnc21 | i |
| CSc1ccc(C2NC(=S)NC(C)=C2c2nc(-c3ccc(C)cc3)no2)cc1 (stereo not drawn) | i |
| Cc1ccc(Nc2ccc(NC(=O)c3cc4ccccc4oc3=O)cc2)nn1 | i |
| CCCN1C(=O)CCc2cc(NC(=O)c3ccc(OC)cc3OC)ccc21 | i |
| CS(=O)(=O)N1CCC(C(=O)NCC#CCN2CCc3ccccc3C2)CC1 | i |
| O=C(/C=C/c1cccs1)NCC1CCN(Cc2ccsc2)CC1 | i |
| Cc1ccc(CN2C(=O)NC3(CCN(C(=O)CCc4ccccc4)CC3)C2=O)cc1 | i |
| CCn1nnc2c(N3CCN(C(=O)C(C)(C)C)CC3)ncnc21 | i |
| CCc1nnc(-c2ccc(NC(=O)c3c(F)cccc3F)cc2)o1 | i |
| NS(=O)(=O)c1ccc(NC(=O)c2ccc(=O)n(Cc3ccccc3F)c2)cc1 | i |
| O=C(CSc1cc(N2CCCC2)ncn1)c1ccccc1 | i |
| COC(=O)Nc1ccc(OC)c(N2CCCC2=O)c1 | i |
| CCOC(=O)c1ccc(NC(=O)c2snnc2CC)cc1 | i |
| Cc1cccc(NC(=O)N2CC(c3nc(-c4ccsc4)no3)C2)c1 | i |
| Cc1ccc(S(=O)(=O)N2CCC(C(=O)Nc3ccc4c(c3)OCCO4)CC2)cc1 | i |
| COC1CCN(C(=O)c2cc3ccccc3[nH]2)CC1 | i |
| CC(C)c1nnc(C2CCN(C(=O)C34CC5CC(CC(C5)C3)C4)CC2)o1 | i |
| Cc1ccc(C(CNC(=O)C(=O)NC2CC2)N(C)C)cc1 (stereo not drawn) | i |
| COc1ccc(-c2ccc(=O)n(CCCC(=O)Nc3nc(C)cs3)n2)cc1 | i |
| O=c1ccc(-c2ccccc2)nn1CCCNS(=O)(=O)c1cccs1 | i |
| Cc1cc(NC(=O)c2nnn(-c3cccc(Cl)c3)c2C)no1 | i |
| COc1ccc(OC)c(-c2ccc(=O)n(CCNC(=O)Cc3cccc4ccccc34)n2)c1 | i |
| CCCCn1c(SCc2nc(-c3cc(OC)c(OC)c(OC)c3)oc2C)nc2ccccc2c1=O | i |
| O=C(NCC1CCN(C2CCCC2)CC1)NC12CC3CC(CC(C3)C1)C2 | i |
| O=C(NCC1(c2cccs2)CCCC1)c1ccc(Br)o1 | i |
| O=C(NCC(O)(c1ccccc1)C(F)(F)F)c1cccc(C(F)(F)F)c1 (stereo not drawn) | i |
| COc1ccc(OC)c(NC(=O)CCc2sc(C)nc2-c2cccs2)c1 | i |
| CSc1ccccc1NC(=O)CCc1csc(NC(=O)c2ccco2)n1 | i |
| CCCSc1nnc(NC(=O)CSc2nnnn2-c2ccccc2OC)s1 | i |
| CN1CCN(n2c3c(c(SCc4ccc(Br)cc4)nc2=O)CCC3)CC1 | i |
| O=C(COC(=O)CCCC1=NS(=O)(=O)c2ccccc2N1)Nc1ccc(Cl)cc1F | i |
| O=C(NCc1cccs1)C1CN(C(=O)COc2ccccc2F)C1 | i |
| CC(C)(C)c1ccc(S(=O)(=O)NCCN2CCOC(c3ccccc3)C2)cc1 (stereo not drawn) | i |
| CN(C)CCCN1C(=O)C(=O)C(=C(O)c2ccc(Cl)cc2)C1c1ccccn1 (stereo not drawn) | i |
| CCOc1ccccc1C(=O)Nc1nn(C)c2c1C(c1cccs1)CC(=O)N2 (stereo not drawn) | i |
| O=C(/C=C/c1ccc2c(c1)OCO2)NCC1CCN(C(=O)c2cc3ccccc3o2)CC1 | i |
| COc1cn(CC(=O)Nc2ccc3c(c2)OCCO3)c(CSc2nncn2C)cc1=O | i |
| CCOC(=O)c1c(SCC)nc(=O)[nH]c1C | i |
| CC(=O)Nc1cccc(NC(=O)Cc2csc(Nc3ccc(F)cc3)n2)c1 | i |
| COc1cccc(NC(=O)Cn2c3c(c(=O)n(C4CCCCC4)c2=O)CCC3)c1 | i |
| Cc1ccc(NCCNC(=O)C(C)(C)Oc2ccc(Cl)cc2)nn1 | i |
| COc1ccc(CCNC(=O)Cc2cc(-c3cc4ccccc4o3)on2)cc1OC | i |
| O=C(NCCc1ccccc1)C(=O)Nc1ccc(Cl)c(N2CCCS2(=O)=O)c1 | i |
| O=C(c1cccs1)N1CC(C(=O)N(Cc2ccccc2)c2ccccc2)C1 | i |
| CCc1ccc(N2C(=O)N(CC(=O)c3cccc([N+](=O)[O-])c3)c3ccccc3S2(=O)=O)cc1 | i |
| Cc1c(NS(=O)(=O)c2cccc(S(C)(=O)=O)c2)c(=O)n(-c2ccccc2)n1C | i |
| Cc1cc(C)c(C#N)c(SCC(=O)NN)n1 | i |
| COc1cccc(CNC(=O)C(=O)Nc2ccc(N3CCCC3=O)c(C)c2)c1 | i |
| COc1ccc(-c2ccc(OCCNS(=O)(=O)c3ccc(Br)cc3)nn2)cc1 | i |
| CCN(C(=O)CSc1nc2cc(OC)c(OC)cc2c2nc(C)nn12)c1cccc(C)c1 | i |
| CC(C)N1CCC(CNC(=O)C(=O)NCCC2=CCCCC2)CC1 | i |
| COc1ccc2sc(N(Cc3ccncc3)C(=O)CCc3ccccc3)nc2c1 | i |
| O=C(Nc1cccc(Cl)c1)N1CCC2(CC1)NC(=O)N(Cc1ccccc1)C2=O | i |
| O=C(Cn1nc2c(c1NC(=O)c1cc(=O)c3ccccc3o1)CSC2)NCC1CCCO1 (stereo not drawn) | i |
| O=C1OC2CC1N(C(=O)c1ccc3nsnc3c1)C2 (stereo not drawn) | i |
| O=C(NCC1CCCO1)c1nc(-c2cnccn2)no1 (stereo not drawn) | i |

(more compounds)
| structure | GIRK2 activator |
| --- | --- |
| O=C(c1cc2ccccc2o1)N1CCCSCC1CN1CCOCC1 (stereo not drawn) | i |
| COc1ccc2sc(N(CCN3CCOCC3)C(=O)c3ccc4ncsc4c3)nc2c1 | i |
| Cc1cc(C)cc(NC(=O)CCCn2nc(-c3ccccc3)ccc2=O)c1 | i |
| COCC(=O)N1CCCc2ccc(NC(=O)NCc3ccc(OC)c(OC)c3)cc21 | i |
| CN(C)C(CNC(=O)C1(c2ccccc2)CCOCC1)c1ccsc1 (stereo not drawn) | i |
| O=S(=O)(Cc1ccccc1F)NCC1CCN(C2CCCC2)CC1 | i |
| CC(C)S(=O)(=O)NCC1CCN(c2ncccn2)CC1 | i |
| COc1cccc(CNC(=O)c2csc(NS(=O)(=O)c3ccccc3)n2)c1 | i |
| CCc1ccc(-c2ccc(=O)n(CC(=O)NC3CCCC3)n2)cc1 | i |
| C#CC1(OCC(O)CN2CCN(Cc3ccccc3)CC2)CCCCC1 (stereo not drawn) | i |
| Cc1ccc(S(=O)(=O)N(CC(O)CNCc2ccco2)c2ccc(F)cc2)cc1 (stereo not drawn) | i |
| CNS(=O)(=O)c1ccc(NC(=O)C2CC3C=CC2C3)cc1 (stereo not drawn) | i |
| Cc1cc(C)cc(OC(C)C(=O)N2CCN(c3ccc4nncn4n3)CC2)c1 (stereo not drawn) | i |
| CCOC(=O)c1ccc(NC(=O)Cn2cc(OC)c(=O)cc2CSc2nnc(C)s2)cc1 | i |
| COC(=O)c1ccc2c(=O)n(CC(=O)N3CCN(c4cc(Cl)ccc4C)CC3)c(=S)[nH]c2c1 | i |
| COC(=O)c1ccsc1NC(=O)c1cc(Cl)ccn1 | i |
| O=C(Nc1ccc2c(c1)CN(C(=O)c1cccs1)CC2)c1cnccn1 | i |
| CCCNC(=O)c1c(N)n(-c2ccccc2)c2nc3ccccc3nc12 | i |
| COc1ccccc1CCNC(=O)Cn1nc(-c2cccc(Br)c2)ccc1=O | i |
| COc1cc(C(=O)NCCOc2ccc3nnc(-c4ccccc4)n3n2)cc(OC)c1OC | i |
| COc1ccc(Cl)cc1S(=O)(=O)NCCC(O)C(C)(C)C (stereo not drawn) | i |
| CCNC(=O)C1Cc2ccccc2N1C(=O)c1ccc(Cl)cc1 (stereo not drawn) | i |
| CC(C)CCNC(=O)CSc1nnc2n(CCC(=O)NCC(C)C)c(=O)c3ccccc3n12 | i |
| Cc1c(Cl)cccc1NC(=O)c1ccc(=O)n(Cc2ccccc2)c1 | i |

In the list so far, 4 contain bromine.
| structure | GIRK2 activator |
| --- | --- |
| O=C(NCC1(c2cccs2)CCCC1)c1ccc(Br)o1 | i |
| CN1CCN(n2c3c(c(SCc4ccc(Br)cc4)nc2=O)CCC3)CC1 | i |
| COc1ccc(-c2ccc(OCCNS(=O)(=O)c3ccc(Br)cc3)nn2)cc1 | i |
| COc1ccccc1CCNC(=O)Cn1nc(-c2cccc(Br)c2)ccc1=O | i |

Next section
| structure | GIRK2 activator |
| --- | --- |
| O=C(Nc1ccc(Cl)c(Cl)c1)N1CCN(Cc2ccsc2)CC1 | i |
| CC(NC(=O)C(=O)NCc1nc(-c2ccccc2)no1)c1ccccc1 (stereo not drawn) | i |
| O=C(c1ccc(Cl)cc1Cl)N1CCN(c2ccc(Nc3cccnc3)nn2)CC1 | i |
| COc1ccc(C(=O)Nc2nnc(Cc3ccc(Cl)s3)o2)cc1 | i |
| O=C(NCC(O)(c1ccccc1)C(F)(F)F)C(=O)NC1CCCC1 (stereo not drawn) | i |
| COc1ccc(C(=O)CSc2ccc(NC(=O)C(C)C)nn2)cc1 | i |
| Cn1nnc2c(SCC(=O)NCCc3ccccc3)ncnc21 | i |
| O=C(NCCN1CCOCC1)C(=O)NCC1(c2cccs2)CCCC1 | i |
| COc1ccc(CC(=O)N2CCC(c3ccsc3)CC2)cc1OC | i |
| CCOc1ccc(-c2cc(=O)n(CC(=O)N3c4ccccc4CC3C)cn2)cc1 (stereo not drawn) | i |
| O=C(NCCCn1nc(-c2ccccc2)ccc1=O)c1ccco1 | i |
| CC(O)(CNC(=O)c1ccc2c(c1)OCO2)C1CC1 (stereo not drawn) | i |
| O=C(CCc1ccccc1)NCC(c1cccc2ccccc12)N1CCOCC1 (stereo not drawn) | i |
| Cc1ncc([N+](=O)[O-])n1CCOC(=O)c1cc2cc(Cl)cc(Cl)c2oc1=O | i |
| CCCC(O)c1nc2ccccc2n1Cc1ccccc1OC (stereo not drawn) | i |
| CC(O)(CN)CCc1ccccc1 (stereo not drawn) | i |
| CCOc1ccc(-c2ccc(N3CCN(C(=O)c4ccccn4)CC3)nn2)cc1 | i |
| O=C(c1cccs1)N1CCC2(CC1)NC(=O)N(Cc1ccc(F)cc1)C2=O | i |
| COc1ccc(-c2nc3nc(-c4cc(OC)c(OC)c(OC)c4)cc(C(=O)O)c3[nH]2)cc1 | i |
| Cc1cc(C)c(NC(=O)CCc2csc(NS(=O)(=O)c3ccc(F)cc3)n2)c(C)c1 | i |
| Cc1ccc(-n2nc3c(c2NC(=O)C(=O)NCc2cccs2)CSC3)c(C)c1 | i |
| O=C(NCc1c(F)cccc1F)c1csc(NS(=O)(=O)c2ccccc2)n1 | i |
| Cc1ccnc(C(=O)NCCNc2cc(N3CCCC3)nc(C)n2)n1 | i |
| CCOC(=O)N1CCC(NC(=O)c2cc(-c3cccs3)nn2C)CC1 | i |

Quoted at random: 2 entries already listed
| structure | GIRK2 activator |
| --- | --- |
| O=C(CCc1ccccc1)NCC(c1cccc2ccccc12)N1CCOCC1 (stereo not drawn) | i |
| Cc1cc(C)c(NC(=O)CCc2csc(NS(=O)(=O)c3ccc(F)cc3)n2)c(C)c1 | i |

Other structures follow.
| structure | GIRK2 activator |
| --- | --- |
| Cc1ccc2nc(NC(=O)CN3CCC(c4nnc(-c5ccco5)s4)CC3)sc2c1 | i |
| COc1nn(C)cc1C(=O)Nc1ccc2c(c1)N(S(C)(=O)=O)CCC2 | i |
| COc1ccc(OC)c(S(=O)(=O)NCC(O)Cc2ccccc2)c1 (stereo not drawn) | i |
| O=C(CSc1ccc(Cl)cc1)Nc1nnc(-c2ccccn2)o1 | i |
| COc1ccc(-c2cn(-c3ccc(Br)cc3)c(=O)[nH]2)cc1OC | i |
| CC(=O)N1CC(C(=O)NC2CC2)C1 | i |
| Cc1ccc(Oc2ccc(N(C)C(=O)Cc3ccccc3)cc2)nn1 | i |
| COc1ccc2nc(-c3ccc(NS(=O)(=O)c4ccccc4C(F)(F)F)cc3)cn2n1 | i |
| O=S(=O)(NCC(O)(c1ccco1)C1CC1)c1ccccc1Cl (stereo not drawn) | i |
| Cc1cc(C)c2nc(C)cc(C(=O)O)c2c1 | i |
| CCN(CCc1ccncc1)S(=O)(=O)c1cc(N2C(=O)CCS2(=O)=O)ccc1C | i |
| CC1C(=O)NCCN1C(=O)c1ccc(Oc2ccccc2)cc1 (stereo not drawn) | i |

Laid out differently: entries from further up.
> Cc1ccc(Oc2ccc(N(C)C(=O)Cc3ccccc3)cc2)nn1
  GIRK2 activator = i

> COc1ccc2nc(-c3ccc(NS(=O)(=O)c4ccccc4C(F)(F)F)cc3)cn2n1
  GIRK2 activator = i

> O=S(=O)(NCC(O)(c1ccco1)C1CC1)c1ccccc1Cl (stereo not drawn)
  GIRK2 activator = i

Next results
| structure | GIRK2 activator |
| --- | --- |
| COC(=O)c1ccc(C(=O)N2CCOC(c3ccc(C(F)(F)F)cc3)C2)cc1 (stereo not drawn) | i |
| Cc1ccccc1OCC(=O)Nc1ccc(CC(=O)N2CCOCC2)cc1 | i |
| CC(C)n1ccc(C(=O)Nc2cccc(-c3nc4ccccc4[nH]3)c2)n1 | i |
| CC(=O)Nc1ccc(NC(=O)Cc2csc(SCC(=O)c3ccc(F)cc3)n2)cc1 | i |
| COC(=O)N1CCN(CCNC(=O)NCCCc2ccccc2)CC1 | i |
| COc1ccc(CCNC(=O)c2nnn(-c3ccccc3)c2CSc2ncccn2)cc1OC | i |
| COc1ccc(CCNC(=O)CCc2csc3nc(-c4ccc(Cl)cc4)cn23)cc1 | i |
| O=C(CCCS(=O)(=O)c1ccccc1)Nc1cccc(-c2nc3ccccc3s2)c1 | i |
